JMJD2A Tudor inh = qHTS Assay for Inhibitors of JMJD2A-Tudor Domain. 390,000 compounds, 4.4% hits. AlphaScreen JMJD2A-Tudor / H3K4me3 peptide binding. AID 504339, 2011. Potency, µM (top dose mostly 114 µM), for inactives: top-dose activity change, negative = inhibition, actives largely listed as inhibitors; further: on the % scale 0 is the no-effect control and ±100 the full control effect; nearly all actives have a fitted effect of over 50% in size
Pin1 inh = qHTS Assay to Find Inhibitors of Pin1; Potency, µM (doses to about 115 µM), for inactives: at the highest dose activity, negative = inhibition, actives largely listed as inhibitors; 390,000 compounds, 0.009% hits; Pin1 FP peptide displacement, HiFluor488, 10 min; Peptidyl-prolyl cis-trans isomerase NIMA-interacting 1 (Homo sapiens), Q13526; active means well fitted inhibition curve with a large enough effect in the polarisation, with a control signal flat, not every such curve was filed as active; inconclusive means small, poorly fitted or top-dose-only effect, or effect the other way, or a change in a side signal; inactive means no such curve, though single readings can be large or run the other way; the % refers to the polarisation; further: on the % scale 0 is the no-effect control and ±100 the full control effect
Target sequence (Q13526 whole entry, looked up): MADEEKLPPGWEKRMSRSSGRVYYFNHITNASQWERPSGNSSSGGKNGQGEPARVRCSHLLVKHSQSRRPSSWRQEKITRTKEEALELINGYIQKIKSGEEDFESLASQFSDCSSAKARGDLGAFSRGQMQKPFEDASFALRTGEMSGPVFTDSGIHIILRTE
ERG Ets-DNA blk = qHTS for Small Molecule Inhibitors of the ERG Ets/DNA interaction. Transcriptional regulator ERG (Homo sapiens), P11308. AID 624246, 2012. 370,000 compounds, 0.028% hits. Potency, µM (series often up to 76.9 µM), inactives show at the highest dose FP activity, negative = inhibition, most hits filed as inhibitors. fluorescence polarization, His-ERG Ets domain / labelled DNA; active means well fitted inhibition curve with a large enough effect in the polarisation, with a control signal flat; inconclusive means small, poorly fitted or top-dose-only effect, or effect the other way, or a change in a side signal; inactive means no such curve, though single readings can be large or run the other way; the % refers to the polarisation;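 further: polarization taken with two DNA probes labelled with fluorescein and Texas red; % of control where 0% means no effect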
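His-tagged ERG Ets domain (1 uM in the protein solution; 300mM KCl, 50mM Tris-HCl, 1mM EDTA, 1mM DTT, pH 7.5) received compound, then a probe mix of 5 nM fluorescein-DNA and 100nM Texas-615-DNA. Fluorescence polarization was read for both dyes.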
ALOX12 inh = Primary qHTS assay for inhibitors of human arachidonate 12S-lipoxygenase (ALOX12): Round 2 | Polyunsaturated fatty acid lipoxygenase ALOX12 (Homo sapiens), P18054 | purified 12hLO, xylenol orange hydroperoxide absorbance | Potency, µM (doses to about 108 µM), for inactives: top-dose activity change, negative = inhibition, most hits filed as inhibitors | 580,000 compounds, 1.1% hits; further: on the % scale 0 is the no-effect control and ±100 the full control effect
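Purified human 12hLO (150 nM final) in 25 mM Hepes, 0.01% Triton X-100, pH 7.0 was preincubated 15 min at room temperature with compound. Then 40 uM arachidonic acid was added, 30 min. Hydroperoxide was read by Fe-XO absorbance ratio 573/405 nm.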
GLS inhibitor = qHTS for Inhibitors of Glutaminase (GLS); Glutaminase kidney isoform, mitochondrial (Homo sapiens), O94925; GLS enzymatic activity, qHTS titration; 410,000 compounds, 0.21% hits; Potency, µM (titrated, usually from 45.5 µM), inactives show at the top dose activity change, negative = inhibition, usual class: inhibitors; further: on the % scale 0 is the no-effect control and ±100 the full control effect
Target sequence (O94925 whole entry, looked up, canonical isoform): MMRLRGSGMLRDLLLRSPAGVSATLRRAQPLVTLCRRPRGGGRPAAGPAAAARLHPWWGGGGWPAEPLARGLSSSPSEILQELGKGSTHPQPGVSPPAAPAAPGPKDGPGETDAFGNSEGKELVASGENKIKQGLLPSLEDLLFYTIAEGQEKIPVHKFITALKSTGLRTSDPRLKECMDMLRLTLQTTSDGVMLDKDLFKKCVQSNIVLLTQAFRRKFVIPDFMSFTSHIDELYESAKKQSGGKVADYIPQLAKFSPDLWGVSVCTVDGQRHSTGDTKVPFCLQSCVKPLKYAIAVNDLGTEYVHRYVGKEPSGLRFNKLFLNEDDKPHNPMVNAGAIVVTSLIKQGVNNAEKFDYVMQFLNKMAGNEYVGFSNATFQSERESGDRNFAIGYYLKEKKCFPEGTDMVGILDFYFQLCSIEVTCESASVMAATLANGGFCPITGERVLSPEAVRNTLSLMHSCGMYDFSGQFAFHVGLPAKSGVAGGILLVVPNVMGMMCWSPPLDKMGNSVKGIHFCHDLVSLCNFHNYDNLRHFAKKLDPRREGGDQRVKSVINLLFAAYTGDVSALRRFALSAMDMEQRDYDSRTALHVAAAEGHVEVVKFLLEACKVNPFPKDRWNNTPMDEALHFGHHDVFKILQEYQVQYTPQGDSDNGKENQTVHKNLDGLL
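Read-out is an Amplex red fluorescence increase coupled through glutamate oxidase and HRP, measured before and after 30 min room-temperature incubation. hKGA is in 45 mM KH2PO4 (pH 8.2) with 0.02% Tween-20; glutamine added as 1mM solution.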
HP1b binding inh = HTS for Inhibitors of HP1-beta Chromodomain Interactions with Methylated Histone Tails; AlphaScreen HP1-beta / biotin-H3K9me3 peptide binding; 390,000 compounds, 0.56% hits; Potency, µM (doses to about 114 µM), for inactives: at the top dose activity change, negative = inhibition, usual class: inhibitors; Chromobox protein homolog 1 (Homo sapiens), P83916; further: nearly all actives have a fitted effect of over 70% in size; inactives centre near 23
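Compound inhibition of the preformed complex between 50 nM HP1-beta and 50 nM biotinylated H3K9me3 peptide was read by AlphaScreen. Buffer was PBS pH 7.4 with 0.01% Tween-20. Incubations ran 30 min at room temperature, with 10 ug/mL donor/acceptor beads.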
RGS4 inh = Inhibitors of Regulator of G Protein Signaling (RGS) 4: qHTS | Transcreener GDP fluorescence polarization, RGS4-accelerated GTP hydrolysis | Potency, µM (series often up to 114 µM), inactives show at the highest dose activity change, negative = inhibition, most hits filed as inhibitors | 390,000 compounds, 0.039% hits | AID 504845, 2011; further: on the % scale 0 is the no-effect control and ±100 the full control effect; nearly all actives have a fitted effect of over 75% in size; some results filed as inactive show a strong effect at the top dose
Target sequence (P49798 whole entry, looked up): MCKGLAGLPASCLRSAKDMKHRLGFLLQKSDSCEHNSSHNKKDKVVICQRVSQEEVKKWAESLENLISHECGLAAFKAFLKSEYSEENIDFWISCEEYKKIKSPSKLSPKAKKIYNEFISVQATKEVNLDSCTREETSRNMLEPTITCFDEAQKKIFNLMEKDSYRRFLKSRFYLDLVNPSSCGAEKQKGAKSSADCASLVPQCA
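MLSMR compounds (23 nl, pin-transferred) preincubated 10 min at room temperature with a 500nM (2x) first reagent, then RGS4 at 900nM (2x) plus Transcreener GDP mix added; fluorescence polarization (620/688 nm) read before and after 90 min at 30 °C.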
TrxR1 inh = qHTS Assay for Inhibitors of Mammalian Selenoprotein Thioredoxin Reductase 1 (TrxR1): qHTS. Thioredoxin reductase 1, cytoplasmic (Rattus norvegicus), O89049. recombinant rTrxR1, NADPH fluorescence consumption, selenite substrate. Potency, µM (titrated, usually from 114 µM), for inactives: top-dose activity change, negative = inhibition, actives largely listed as inhibitors. 390,000 compounds, 1% hits; further: on the % scale 0 is the no-effect control and ±100 the full control effect; nearly all actives have a fitted effect of over 65% in size
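Rat TrxR1 (90 nM in the dispensed reagent) was pre-reduced with 400 uM NADPH for 5 min at room temperature, then incubated with compound for 15 min. After 400 uM selenite was added, NADPH fluorescence (Ex 340/Em 450 nm) was followed for 8 min.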
PGK inhibitor = qHTS Assay to Find Inhibitors of Phosphoglycerate Kinase; AID 602233, 2012; PGK/GAPDH coupled, Kinase-Glo luminescence, 60 min; Phosphoglycerate kinase, glycosomal (Trypanosoma brucei brucei), P07378; 380,000 compounds, 0.043% hits; Potency, µM (highest dose often 57.5 µM), for inactives: at the highest dose activity change, negative = inhibition, actives largely listed as inhibitors; further: on the % scale 0 is the no-effect control and ±100 the full control effect; nearly all actives have a fitted effect of over 60% in size
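Recombinant glycosomal PGK reaction used 1,3-bisphosphoglycerate generated in-well by GAPDH (100nM final) in 100mM TEA pH 7.6, 5mM MgCl2, 0.01% Tween-20. After 60 minutes at room temperature, ATP was read by Kinase-Glo Plus luminescence end-point.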
Numbers without * were called inactive; i = inactive; ? = inconclusive; . = no result given; & = joins results of further samples; [ ] = another dose, or the depositor's remark. Unless noted, the call rests on the fitted dose curve; in most records, active means well fitted curve in the direction sought with a large enough effect; inconclusive means small, poorly fitted or top-dose-only effect, or another doubt; inactive means no such curve, though single readings can be large; an effect the other way counts as inactive or inconclusive. Potency means the concentration at half of the fitted maximal effect. An excerpt; count on the stated rates, not on these rows.

SMILES	JMJD2A Tudor inh	Pin1 inh	ERG Ets-DNA blk	ALOX12 inh	GLS inhibitor	HP1b binding inh	RGS4 inh	TrxR1 inh	PGK inhibitor
CCOC(=O)C1CN(S(=O)(=O)c2ccccc2)CCN1S(=O)(=O)c1ccccc1 (stereo unspecified)	-9.5%	-8.3%	-10.0%	-1.1%	5.2%	39.2%[activator]	19.0%	2.3%	11.3%
O=C1CCCC2=C1CC(C(=O)OCc1ccccc1)C(=O)N2Cc1ccccc1 (stereo unspecified)	-18.7%	-0.4%	-8.1%	-3.2%	12.1%	16.1%	6.7%	13.7%	-5.3%
CCC(=O)NC(c1cc(Cl)c2cccnc2c1O)C(C)C (stereo unspecified)	?	-2.7%	.	-23.0%	6.4%	9.1%	19.8%	16.0%	-2.6%
O=C(CNC(=O)c1ccco1)OCC(=O)c1ccc(Cl)cc1Cl	-7.4%	0.3%	-1.8%	4.9%	5.1%	-2.7%	-16.9%	25.5%	-0.2%
COc1ccccc1CCNC(=O)c1ccc(NC(=O)CC2SC(N3CCCCC3)=NC2=O)cc1 (stereo unspecified)	-21.8%	0.5%	7.5%	-12.4%&25.2%	-4.9%	38.9%	-12.9%	23.5%	-8.6%
COc1ccccc1CC(=O)Nc1ccc(OC)c(OC)c1	-15.8%	6.7%	-5.3%	0.2%	4.8%	4.6%	-5.0%	-12.4%	-3.2%
O=C(COC(=O)c1ccc(Cl)cc1)NC1CCCCCC1	-5.3%	-4.7%	-4.6%	2.7%	-11.7%	43.2%[activator]	-39.4%	10.3%	-10.3%
CO/N=C/NC(=O)NOCc1ncc(C(F)(F)F)cc1Cl	-14.7%	-11.7%	-4.2%	0.0%	0.2%	28.9%	27.3%	-6.1%	7.8%
O=C(Nc1ccc([N+](=O)[O-])cc1)Nc1ccc2[nH]c(=O)[nH]c2c1	?	-1.2%	6.8%	-26.0%	-4.9%	-7.4%	-7.1%	16.6%[57.1 µM]	12.2%
O=C(Nc1ccc(F)cc1F)c1c(C(F)(F)F)ccnc1Oc1cccc(C(F)(F)F)c1	-11.0%	?	-6.1%	100.1%[activator]	3.3%	24.9%	3.7%	19.3%[57.1 µM]	-8.9%
CCCc1nnc(NC(=O)CCC(=O)O)s1	0.7%	1.5%	2.4%	-6.2%[57.4 µM]	-10.7%	55.6%[activator]	8.8%	30.1%	-2.8%
O=C(CC1Sc2ccccc2NC1=O)Nc1cccc(-c2nnc3n2CCCCC3)c1 (stereo unspecified)	-11.4%	?	1.3%	0.0%	-0.1%	36.6%	-32.6%	5.5%[57.1 µM]	4.9%
Cc1ccc(-c2csc3ncnc(NCCC(=O)O)c23)cc1	-12.9%	0.4%	5.0%	8.1%	21.7%	65.7%[activator]	-2.5%[56.9 µM]	16.5%	6.0%
Cc1cccc(C)c1NC(=O)Cn1nc(C)n2cccc2c1=O	-13.0%	2.4%	-12.7%	9.5%	0.4%	43.4%[activator]	-6.7%	20.6%	-9.7%
O=C(Nc1ccnn1C1CCN(Cc2ccccc2OCCO)CC1)c1cccc(F)c1	-3.7%	-4.5%	-17.1%	310.5%[activator]	-11.1%	13.2%	-21.5%	-0.9%	-5.6%
Cc1ccccc1NC(=O)COC(=O)C1(C)CC1(Cl)Cl (stereo unspecified)	-2.1%	3.2%	-3.2%	0.0%	6.8%	14.2%	12.3%	16.8%[57.1 µM]	4.1%
CCOC(=O)C1CCCN(C(=O)Cn2cnc3sc(C)c(S(=O)(=O)N4CCOCC4)c3c2=O)C1 (stereo unspecified)	-4.6%	0.8%	-1.7%	-21.3%	2.7%	7.5%	-1.1%	10.5%	14.1%
Cc1cccc(N(CC(=O)NCC2CCCO2)C(=O)CCC(=O)Nc2nccs2)c1 (stereo unspecified)	0.7%	-4.0%	-0.8%	-5.7%	1.6%	21.8%	-13.4%	13.8%	3.4%
O=C(CN1C(=O)c2ccccc2C1=O)Nc1ccc2c(c1)OCO2	-18.6%	2.3%	-6.0%	1.1%	-2.2%	34.9%	2.4%	-7.9%	i
Cc1ccc(C(=O)Nc2nc(=O)n(C(=O)c3ccccc3Cl)s2)cc1	0.0%[57.1 µM]	3.8%	1.1%	?	1.4%	24.9%	3.3%[11.4 µM]	2.9%[57.1 µM]	-5.9%
Cc1cc(C)c2c(n1)nn1c(NCCN3CCOCC3)cc(C)nc21	11.6%	3.0%	3.8%	0.0%	.	21.2%	-14.2%	-10.6%	-2.4%
CC(NC(=O)COC(=O)c1cc(Cl)nc(Cl)c1)c1ccccc1 (stereo unspecified)	-13.7%[57.1 µM]	0.5%	1.1%	4.0%	2.9%	59.0%[activator]	12.4%	10.4%[57.1 µM]	1.7%
Cc1csc(NC(=O)C2CCCCC2C(=O)O)n1 (stereo unspecified)	6.6%	-1.2%	-12.4%	0.0%	15.5%	33.8%[activator]	39.2%	5.4%	4.4%
Fc1ccc(/C=C/c2nnc(-c3cccs3)o2)cc1	?	-2.0%	-4.3%	1.3%	1.4%	-4.7%	28.8%	17.3%	0.6%
COc1ccc(S(=O)(=O)N2CCCCC2)cc1NC(=O)CCNC(=O)c1ccccc1Cl	-11.0%	-11.5%	-1.4%	148.1%[activator]	3.6%	16.7%	-11.9%	22.3%	4.1%
CCc1cccc(OCCN2CCCC2)c1	31.6µM*	-0.3%	-2.5%	?	5.0%	?	-9.1%	-8.7%[57.1 µM]	-3.5%
CC(NC(=O)CCNS(=O)(=O)c1ccc2c(c1)oc(=O)n2C)c1ccccc1 (stereo unspecified)	-5.5%	-6.9%	5.4%	-20.2%	-0.3%	27.1%	16.3%	11.1%	6.3%
O=C1CC2(CC(c3ccc(Cl)cc3)=NO2)C(=O)N1c1ccccc1 (stereo unspecified)	-13.2%	-5.6%	-2.3%	97.5%[activator]	5.2%	7.7%	5.1%	6.3%[57.1 µM]	-4.6%
COc1ccc(OCC(=O)NNC(=O)c2ccccc2OCc2c(C)noc2C)cc1	-13.8%	-8.3%	-13.9%	-4.5%	15.7%	24.6%	-1.2%	8.3%[57.1 µM]	4.7%
Cc1nc2ccc(C(=O)O)cc2c2c1CC(CN)O2 (stereo unspecified)	?	0.8%	-8.2%	?	-24.5%	1.0%	5.2%	20.9%[2.29 µM]	-6.3%
COc1cccc(CNC(=O)CCn2c(=O)c3cccn3c3cccnc32)c1OC	-0.7%	-8.2%	1.1%	0.0%	-8.0%	23.6%	6.0%	4.8%	4.4%
Cc1ccc([C@@H]2CC=C(C(=O)O)[C@H](c3ccc(C(C)(C)C)cc3)N2S(=O)(=O)c2ccc(C)cc2)cc1	?	.	-2.9%	-94.2%	-5.8%	30.5%	-13.1%	-1.3%	-5.2%
CCOC(=O)c1c(C)[nH]c(C(=O)N2CCN(C(=O)OCC)CC2)c1C	-12.9%	-7.9%	-0.8%	24.8%	2.4%	-2.2%	0.6%	11.5%	i
O=C(O)c1ccc(-c2sc(Nc3ccccc3)n[n+]2-c2ccccc2)cc1	44.7µM*	?	4.7%	?	4.7%	-7.6%	7.7%	-6.5%	i
COc1ccc(-c2cc(C(=O)N3CCCCCC3)no2)cc1OC	-8.8%	-4.1%	1.4%	-23.1%	0.0%	4.4%	-10.7%	4.4%	-3.3%
CC(C)=CCN1CCN(Cc2nc(-c3ccc(F)cc3)cs2)CC1CCO (stereo unspecified)	-25.7%	?	9.8%	-12.8%	-7.5%	48.3%[activator]	19.3%[56.9 µM]	20.0%	i
CN(Cc1ccccc1F)Cc1cc(=O)oc2cc(O)c(Cl)cc12	-2.1%	-4.8%	-2.4%	-28.4%	-5.8%	-8.3%	2.1%	7.7%	-2.8%
O=C(c1cn(CC(=O)N2CCCC2)c2ccccc12)C1CCCCC1	-7.9%	-9.7%	-9.6%	6.7%	6.2%	20.4%	-5.0%	8.7%[57.1 µM]	-0.6%

An excerpt of these results, as labelled records.
CCc1cccc(OCCN2CCCC2)c1
- JMJD2A Tudor inh: 31.6µM*
- Pin1 inh: -0.3%
- ERG Ets-DNA blk: -2.5%
- ALOX12 inh: ?
- GLS inhibitor: 5.0%
- HP1b binding inh: ?
- RGS4 inh: -9.1%
- TrxR1 inh: -8.7%[57.1 µM]
- PGK inhibitor: -3.5%

CC(NC(=O)CCNS(=O)(=O)c1ccc2c(c1)oc(=O)n2C)c1ccccc1 (stereo unspecified)
- JMJD2A Tudor inh: -5.5%
- Pin1 inh: -6.9%
- ERG Ets-DNA blk: 5.4%
- ALOX12 inh: -20.2%
- GLS inhibitor: -0.3%
- HP1b binding inh: 27.1%
- RGS4 inh: 16.3%
- TrxR1 inh: 11.1%
- PGK inhibitor: 6.3%

From PubChem BioAssay
